# High-throughput results: PubChem BioAssay, several laboratories
# MEKK3 PB1 HTS: modulators (inhibitors or enhancers) of MEK5 binding to human MEKK3 PB1 domain. 290,000 tested, 1.4% active. binding response (% of control), % at 10 µM. Q99759. bead-based flow cytometry, Alexa488-MEK5 binding to MEKK3; actives lie on both sides; 0 = blocked by unlabeled MEK5, 100 = vehicle. AID 1529;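 active = binding response more than 3 SD above or below the average of its plate-row segment, actives on both sides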;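 note: Alexa488 bead fluorescence after subtracting the streptavidin-only scavenger bead signal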
# Target sequence (Q99759 whole entry, looked up, the tested form may be a part): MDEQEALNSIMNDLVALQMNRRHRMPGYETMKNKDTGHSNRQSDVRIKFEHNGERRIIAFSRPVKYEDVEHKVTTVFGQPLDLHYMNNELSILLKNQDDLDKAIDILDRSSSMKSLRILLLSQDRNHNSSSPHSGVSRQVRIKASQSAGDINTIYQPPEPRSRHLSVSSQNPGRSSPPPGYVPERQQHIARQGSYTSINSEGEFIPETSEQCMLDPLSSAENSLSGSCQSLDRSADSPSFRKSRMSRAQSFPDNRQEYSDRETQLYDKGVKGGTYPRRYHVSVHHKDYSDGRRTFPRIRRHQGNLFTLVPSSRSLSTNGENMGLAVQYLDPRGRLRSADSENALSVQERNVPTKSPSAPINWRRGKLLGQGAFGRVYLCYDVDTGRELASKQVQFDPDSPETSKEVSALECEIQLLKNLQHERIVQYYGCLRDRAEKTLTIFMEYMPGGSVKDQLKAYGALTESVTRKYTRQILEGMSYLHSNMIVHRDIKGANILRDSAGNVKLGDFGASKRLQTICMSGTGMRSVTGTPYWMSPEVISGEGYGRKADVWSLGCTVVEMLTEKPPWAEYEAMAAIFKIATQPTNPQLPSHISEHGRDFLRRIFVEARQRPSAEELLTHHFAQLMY
# MEKK2wt PB1 HTS: raises or lowers MEK5 binding to wildtype human MEKK2 PB1 domain | 290,000 tested, 1.1% active | bead flow cytometry, Alexa488-MEK5 binding to MEKK2 WT; actives lie on both sides | binding response (% of control), % at 10 µM | AID 1531; in the data active = binding response below about 67% or above about 130%
# NS3 helicase inh: blocks Hepatitis C virus NS3 helicase unwinding. NS3 helicase DNA unwinding, Cy5 molecular beacon fluorescence. inhibition, % at 10.9 µM. 290,000 tested, 0.56% active. AID 1800;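 active = inhibition above the mean of all tested compounds plus 3 SD, set per campaign, cut at about 35% in these data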;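 note: 0% = DMSO wells and 100% = thioflavine S control wells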
#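 Assay system – hepatitis C virus NS3 helicase domain fragment enzyme · Buffer or medium – MOPS pH 6.5, MgCl2, DTT, Tween20, BSA · Reagent – Cy5/quencher beacon DNA duplex and ATP to start · Compound – single 10.9 µM dose · Timing – 1 h at 25 °C · Technique – Cy5 beacon fluorescence read at start and 1 h · Measure – % inhibition of unwinding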
# MEKK2 mut-MEK5: signal of MEK5 binding to mutant human MEKK2 PB1 domain; 290,000 tested, 0.35% active; percent response, % at 10 µM; bead flow cytometry, Alexa488-MEK5 binding to MEKK2 mutant; in the data active = percent response above about 24%, passing the limit was not always enough; note: inactives centre near 1; some results filed as inactive read as strong as hits; reference of the scale not given here
# CRFBP-R2 block: antagonists of CRF-binding protein/CRF-R2 receptor complex; HEK293 CRF-R2/CRF-BP, CRF-induced calcium fluorescence; inhibition, % at 11.8 µM; 350,000 tested, 0.59% active;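 active = inhibition of the ligand-induced calcium signal above about 50% at the single tested concentration, limit read from the data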
# GalR3 antagonist: blocks the human galanin receptor 3; HEK293 GalR3-CNG cAMP membrane potential fluorescence; galR3 body fused to GalR1 C-terminus; AID 651719; inhibition, % at 3 µM; 360,000 tested, 0.44% active;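 active = inhibition above the screen-wide average plus 3 SD, cut at about 13% in these data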;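 note: forskolin and galanin both at EC90 stimulate the cells; cAMP rise reported by CNG channel membrane potential dye signal; 0% = forskolin plus galanin with DMSO and 100% = forskolin alone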
# Target sequence (O60755 1-299 limits assumed): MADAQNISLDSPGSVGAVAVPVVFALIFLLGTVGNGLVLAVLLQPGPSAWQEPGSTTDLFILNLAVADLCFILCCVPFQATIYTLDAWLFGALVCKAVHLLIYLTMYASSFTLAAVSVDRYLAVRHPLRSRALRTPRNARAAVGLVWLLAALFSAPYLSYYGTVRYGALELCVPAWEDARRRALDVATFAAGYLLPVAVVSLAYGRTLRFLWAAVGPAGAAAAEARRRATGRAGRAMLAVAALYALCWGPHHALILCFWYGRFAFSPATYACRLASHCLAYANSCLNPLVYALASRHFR
# FID counter: displaces DNA intercalator in HCV helicase counter-screen; DNA fluorescent intercalator displacement, fluorescence; inhibition, % at 7.9 µM; 290,000 tested, 0.17% active; AID 1845; in the data active = inhibition above about 37%;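 note: 0% = vehicle and 100% = reference compound; higher means more ethidium bromide displaced from hairpin DNA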
# UBC9 SUMO inh: SUMOylation inhibition; P63279; HTRF SUMOylation assay, SAE1/SAE2 + UBC9, in vitro; inhibition, % at 35 µM; 290,000 tested, 0.36% active; AID 2006; in the data active = inhibition above about 50%, passing the limit was not always enough; note: strong numbers were not always called active
# Target sequence (P63279 whole entry, looked up): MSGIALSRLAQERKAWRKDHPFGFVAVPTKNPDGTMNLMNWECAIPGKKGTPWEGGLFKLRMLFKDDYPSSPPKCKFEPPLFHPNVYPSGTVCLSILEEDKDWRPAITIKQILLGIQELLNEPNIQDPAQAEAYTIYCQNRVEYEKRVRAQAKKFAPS
# CRFR2-BP ag: agonists of human CRF-binding protein/CRF-R2 receptor complex. HEK293 CRF-R2/CRF-BP, calcium dye fluorescence (FLIPR); percent of saturating CRF peptide response. activation, % at 13.2 µM. 350,000 tested, 0.46% active;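 active = activation of at least 50%, plus an integration ratio under a set limit after plate pattern correction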;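 note: plate controls were neutral control wells without compound for no effect and CRF at EC100 for full effect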
# An asterisk follows results filed as active; / = not tested or not shown. An excerpt; rates above refer to the full screens.
SMILES,MEKK3 PB1 HTS,MEKK2wt PB1 HTS,NS3 helicase inh,MEKK2 mut-MEK5,CRFBP-R2 block,GalR3 antagonist,FID counter,UBC9 SUMO inh,CRFR2-BP ag
Cn1c(=O)[nH]c(=O)c2c1nc(CN1CCN(c3ccc(F)cc3)CC1)n2CCc1ccccc1,101,101,0,1,-21,1,-7,2,0.1
COc1ccc(/C=N/NC(=O)c2cccnc2)cc1COc1ccc([N+](=O)[O-])cc1,92,93,-37,-2,-3,-5,-15,0,-1.0
CC(C)(C)NS(=O)(=O)c1ccc(NC(=S)NC(=O)C2CC2)cc1,95,102,-4,2,-3,-3,-23,6,0.7
Cc1cccc(C)c1NC(=O)C(NS(=O)(=O)c1cccs1)c1ccccc1 (stereo unspecified),95,94,-1,-2,8,-6,-7,12,-3.0
OC(COCc1cccs1)CN1CCN(c2cccc(Cl)c2)CC1 (stereo unspecified),101,110,-12,0,-10,-7,3,-10,-1.6
O=C(Cn1nnc(-c2ccccc2)n1)NNC(=O)c1ccc(Br)cc1,97,94,-5,0,-9,-3,-5,10,1.2
Cc1nnsc1-c1onc(C)c1C(=O)Nc1cc(Cl)cc(Cl)c1,102,96,-7,-4,-2,-8,2,8,-2.6
CCCn1c(=N)n(CC(=O)O)c2ccccc21,86,95,3,1,-35,-3,6,/,0.9
COc1ccc(-n2nc(C(=O)N3CCC(N4CCCCC4)CC3)c3c4ccccc4n(C)c3c2=O)cc1,101,101,2,1,9,-8,7,8,-0.3
CCN1CCN(C(=O)c2ccc3c(Cl)c4c(nc3c2)CCCC4)CC1,102,105,-9,7,3,-2,3,2,-0.5
CCC1(C)CC(CC(=O)O)(c2ccccc2OC)CCO1 (stereo unspecified),97,89,-2,1,1,-2,-7,-5,1.1
Cc1cc(NS(=O)(=O)c2ccc(NC(=O)CCCOc3ccc(Cl)cc3)cc2)no1,114,116,20,3,2,-3,-42,18,0.9
CC(Oc1ccccc1)C(=O)Nc1ccc(C(N)=O)cc1 (stereo unspecified),98,98,0,-2,3,-3,-4,12,8.5
CCCOc1ccc(S(=O)(=O)Nc2ccccn2)c2ccccc12,105,106,11,3,-20,-5,-31,6,1.4
CC(C)NC(=O)c1ccc(S(=O)(=O)N(C)C)cc1,99,102,0,1,22,-4,-1,6,0.4
Cc1ncc([N+](=O)[O-])n1Cc1ccc(Br)cc1,115,105,-10,0,14,-1,-3,-2,-0.2
COc1cccc(NC(=O)CSc2nc(C3CC3)nc3ccccc23)c1,97,91,7,-2,7,-9,-33,20,-0.1
O=C(O)COCc1nc2ccccc2[nH]1,103,103,4,-3,6,-6,5,4,0.7
O=C(Nc1cccc(NC(=O)c2cccc(Cl)c2)c1)c1cccnc1,99,96,-8,2,-23,-7,-13,18,-0.1
COC(=O)CSc1cc(SCC(=O)OC)c(C#N)c(SCC(=O)OC)c1,101,104,13,2,6,-6,-15,22,-0.8
COc1cccc(C(=O)N2CCN(C3CCCCC3)CC2)c1,105,113,7,10,16,-4,1,-9,0.5
CC1=CCC2C(=O)N(c3ccc4ccccc4n3)C(=O)C2C1 (stereo unspecified),84,95,10,-9,8,0,-6,20,-0.1
CCOc1cc(CN2CCCCCC2)ccc1OC,93,101,7,-1,-4,-8,2,-14,1.5
O=C(Nc1ccc(S(=O)(=O)Nc2nccs2)cc1)c1cccc(S(=O)(=O)N2CCOCC2)c1,70,68,6,-2,0,-1,-1,-9,0.6
C/C(=N/NC(=O)CNC(=O)c1cccs1)c1ccco1,103,99,-1,10,12,-2,-5,32,-1.2

# Exported with bars between the fields: four of the compounds above.
SMILES | MEKK3 PB1 HTS | MEKK2wt PB1 HTS | NS3 helicase inh | MEKK2 mut-MEK5 | CRFBP-R2 block | GalR3 antagonist | FID counter | UBC9 SUMO inh | CRFR2-BP ag
Cc1nnsc1-c1onc(C)c1C(=O)Nc1cc(Cl)cc(Cl)c1 | 102 | 96 | -7 | -4 | -2 | -8 | 2 | 8 | -2.6
CCCn1c(=N)n(CC(=O)O)c2ccccc21 | 86 | 95 | 3 | 1 | -35 | -3 | 6 | / | 0.9
COc1ccc(-n2nc(C(=O)N3CCC(N4CCCCC4)CC3)c3c4ccccc4n(C)c3c2=O)cc1 | 101 | 101 | 2 | 1 | 9 | -8 | 7 | 8 | -0.3
CCN1CCN(C(=O)c2ccc3c(Cl)c4c(nc3c2)CCCC4)CC1 | 102 | 105 | -9 | 7 | 3 | -2 | 3 | 2 | -0.5

# The list continues.
SMILES,MEKK3 PB1 HTS,MEKK2wt PB1 HTS,NS3 helicase inh,MEKK2 mut-MEK5,CRFBP-R2 block,GalR3 antagonist,FID counter,UBC9 SUMO inh,CRFR2-BP ag
COc1cc(C)c(C(=O)Oc2cc(C)c(C(=O)O)c(O)c2C)c(O)c1C,102,95,/,1,41,4,/,/,-1.2
COc1ccc(N2C(=O)CSC2c2ccc3c(c2)OCO3)cc1 (stereo unspecified),97,94,2,6,3,1,-6,10,-0.5
O=S(=O)(c1ccc(F)cc1)N1CCN(c2ccccn2)CC1,100,99,-1,-1,-1,-5,-7,-2,-0.2
NS(=O)(=O)c1cccc(NC(=O)CSc2ccccn2)c1,95,97,-4,-2,11,-4,-2,14,-3.2
COc1cc(CNC(C)(C)CO)cc(Br)c1OCc1ccc(Cl)cc1,99,117,-92,0,-22,-6,28,1,-0.1
C=CCOc1c(Cl)cc(CNn2cn[nH]c2=S)cc1OC,102,107,-6,2,3,-7,-7,12,-0.7
c1ccc(Cn2nnc3c(NCC4CCCO4)nc(C4CC4)nc32)cc1 (stereo unspecified),94,92,-5,-13,-21,-6,-26,-21,1.3
CCSc1ccc(C(=O)Nc2cccc(C)n2)cc1[N+](=O)[O-],119,106,-4,1,5,-3,2,5,-1.1
Cc1cc2c(cc1C)N(CC(=O)N1CCCC1)C(=O)CC(c1ccccc1)=N2,111,115,-2,4,18,3,-21,-8,-0.3
CC(=O)Nc1cccc(NC(=O)CSc2nn3c(=O)c(C)nnc3s2)c1,106,107,/,3,3,0,/,4,-0.2
O=C(Nc1ccc(C(=O)N2CCOCC2)cc1)Nc1cccc2ccccc12,100,97,-1,-4,-39,-4,-5,6,1.5
Cc1nnc(SCC(=O)N2CCCC(N3CCN(c4ccc(F)cc4)CC3)C2)o1 (stereo unspecified),104,104,-2,0,11,2,-11,9,-0.3
CC(=O)c1sc(N/N=C2\CC3CC2C(C)C3(C)C)nc1C (stereo unspecified),103,101,-9,5,-2,4,-11,13,-0.8
COc1ccc(CNCc2cccc(Oc3ccccc3)c2)cc1,102,117,-58,11,0,-7,32,15,-0.4
CC(=O)Nc1ccc2nc(SCC(=O)N3CCOCC3)sc2c1,104,104,0,9,5,-2,1,5,-1.8
COc1cccc(/C=N\NC(=O)c2cc(OCC(F)(F)F)ccc2OCC(F)(F)F)c1,/,/,-4,/,-11,1,-11,7,2.0
COc1ccccc1N1CSC2=C(C#N)C(c3ccc(SC)cc3)CC(=O)N2C1 (stereo unspecified),96,93,23,-1,10,/,-24,33,6.1
C/C=C/c1ccc(OCC(=O)Nc2cc(OC)c(OC)c(OC)c2)c(OC)c1,101,102,-5,2,0,-1,-30,-20,-4.0
CN(Cc1cccc(Cl)c1Cl)c1ccc(S(=O)(=O)N2CCCCC2)cc1[N+](=O)[O-],88,95,17,-2,-5,-2,-16,-8,15
O=C(CCCOc1ccccc1)NCC1CCCO1 (stereo unspecified),98,99,6,4,-26,0,-1,-12,3.7
O=C(O)c1cc(S(=O)(=O)N2CCOCC2)c(Sc2ccccn2)cc1Sc1ccccn1,105,110,-1,7,1,1,-35,22,3.0
Cc1cc(C)c2c(N)c(C(=O)Nc3ccccc3Br)sc2n1,96,94,-21,-7,-3,-3,-9,24,-0.1
CC(C)CC(=O)c1c[nH]c(C(=O)NCCCn2ccnc2)c1,106,106,8,5,11,-5,7,18,-1.3
CC1CC(C)CN(C(=O)CCNC(=O)c2ccccc2Cl)C1 (stereo unspecified),98,100,-3,-3,7,0,-17,-6,0.3
COc1cccc(NC(=O)c2ccc3c(c2)OCCO3)c1,103,103,0,11,-6,-7,-10,13,-2.2
# Other records:
SMILES,MEKK3 PB1 HTS,MEKK2wt PB1 HTS,NS3 helicase inh,MEKK2 mut-MEK5,CRFBP-R2 block,GalR3 antagonist,FID counter,UBC9 SUMO inh,CRFR2-BP ag
COc1ccc(-c2csc(N(CC3CCCO3)C(=O)c3ccco3)n2)cc1 (stereo unspecified),101,101,-4,1,26,-6,-5,-5,-0.6
Cc1ccc([N+](=O)[O-])cc1N=Cc1ccc(Br)s1,100,100,2,4,-21,-2,-1,3,1.4
Cc1ccc(S(=O)(=O)NC(Cc2ccccc2)C(=O)NN)cc1 (stereo unspecified),98,109,-8,3,0,-2,-21,5,5.4
COc1cc(OC)cc(N2CC(C)(C)C2=O)c1,91,84,0,-19,-3,-9,-4,6,-1.8
CCOc1ccccc1C(=O)Nc1nnc(C(C)C)s1,101,105,5,4,-7,/,-16,8,2.1
CS(=O)(=O)Nc1nc2ccccc2[nH]1,101,107,-7,-10,29,-8,-3,12,2.8
Cn1c(=O)[nH]c(=O)c2c1nc(N1CCCC1)n2CCCSc1nc2ccccc2o1,102,97,2,0,-14,10,-3,-3,-0.3
O=C(COC(=O)C1CC(=O)N(c2nc(-c3ccccc3)cs2)C1)c1ccccc1 (stereo unspecified),93,85,-5,-5,-4,-3,-9,-6,2.8
CCn1cc(/C=C(/C#N)S(=O)(=O)c2ccccc2)cn1,99,99,3,4,18,-5,1,-4,-2.2
Cc1ccc(O)c(/C=N/NC(=O)COc2ccc3c(C)cc(=O)oc3c2)c1,99,95,-14,-7,-5,-5,-28,30,-2.2
C=CC[C@@]12C=C(OC)C(=O)C(OC)=C1O[C@H](c1ccc3c(c1)OCO3)[C@H]2C,101,98,/,-1,5,-2,/,/,0.2
COc1ccc([N+](=O)[O-])cc1COc1cc(C)cc2oc(=O)cc(-c3ccccc3)c12,104,99,-5,3,-7,-3,-4,10,2.6
C=CCOC(=O)C1=C[C@H](c2ccc(C(F)(F)F)cc2)[C@@H](CCCO)[C@H](OCC)O1,88,87,-25,2,0,-8,-37,-18,0.5
CCN1CCN(C(=O)c2ccc3nc(-c4ccccc4)c(-c4ccccc4)nc3c2)CC1,99,97,-31,2,-12,-4,15,8,0.2
CCOC(=O)C1CCCN(S(=O)(=O)c2cc(OCC(N)=O)c(C)cc2Cl)C1 (stereo unspecified),103,107,-3,7,25,-2,-32,-8,-0.9
CCOC(=O)N1CCN(S(=O)(=O)c2c(C)nc3scc(C)n3c2=O)CC1,96,102,12,-5,-3,-7,-21,-6,-1.6
CCOc1ccc(-n2c(Cc3cc(=O)[nH]c(=O)[nH]3)nnc2SC(C)C)cc1,99,100,11,-1,10,-3,-13,27,1.8
O=C(CCCN1C(=O)c2cccc3cccc(c23)C1=O)Nc1ccon1,104,105,-4,0,3,1,-2,6,0.9
Cc1cc(NC(=O)/C=C\C(=O)O)c([N+](=O)[O-])cc1C,99,97,4,-5,10,-4,4,0,-0.8
Cc1c(OC(C)C(=O)NCCCN2CCOCC2)ccc2c1oc(=O)c1ccccc12 (stereo unspecified),98,99,-4,3,-3,1,26,20,-0.8
O=C(COc1ccc2ccccc2c1Br)N1CCCC1,102,100,3,0,-18,-1,-31,14,1.2
CC(C(=O)Nc1ccccc1-c1ccccc1)N1CCN(S(=O)(=O)c2ccccc2)CC1 (stereo unspecified),93,86,6,-9,-11,-6,1,-5,1.0
